Source: PubChem BioAssay
MazEF act: activators of E. coli MazEF toxin-antitoxin RNase, primary screen, biochemical, fluorescence, uHTS | AID 504720, 2011 | Endoribonuclease toxin MazF (Escherichia coli (strain K12)), P0AE70 | activation, % at 20 µM | 0.32% of 350,000 active | FAM/BHQ RNA-DNA oligo cleavage fluorescence, 5 h; in the data active = activation above about 50%
Target sequence (P0AE70 whole entry, looked up): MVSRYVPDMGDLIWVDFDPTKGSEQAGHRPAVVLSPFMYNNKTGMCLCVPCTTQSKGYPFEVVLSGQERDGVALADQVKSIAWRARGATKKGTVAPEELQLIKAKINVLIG
SARS 3CLpro inh: SARS-CoV 3CLpro protease inhibitors, primary screen, biochemical, quenched FRET; Replicase polyprotein 1ab (Severe acute respiratory syndrome coronavirus), P0C6X7; recombinant SARS-CoV 3CLpro, quenched FRET peptide cleavage; inhibition, % at 6 µM; 0.14% of 290,000 active; in the data active = inhibition above about 12%
BoNT-A LC inh2: BoNT/A light chain protease inhibitors, primary screen, biochemical, flow cytometry, MLPCN library. Botulinum neurotoxin type A light chain protease (Clostridium botulinum A str. ATCC 3502). multiplex microsphere protease substrate cleavage. inhibition, % at 10 µM. 0.17% of 360,000 active. AID 588499, 2011; note: plate controls were buffer without enzyme for full effect and enzyme alone for no effect
BoNT-F LC inh: BoNT/F light chain protease inhibitors, primary screen, biochemical, flow cytometry, MLPCN library; AID 588497, 2011; inhibition, % at 10 µM; Botulinum neurotoxin type F light chain protease (Clostridium botulinum); Multiplex microsphere protease cleavage assay; 0.22% of 360,000 active; in the data active = inhibition above about 35%, passing the limit was not always enough; inconclusive = no clear call, values can overlap the other calls; note: plate controls were buffer without enzyme for full effect and enzyme alone for no effect
Anthrax LF prot: Bacillus anthracis LF protease inhibitors, primary screen, biochemical, multiplex microsphere, MLPCN library; inhibition, % at 10 µM; 0.12% of 360,000 active; multiplex microsphere protease cleavage assay; AID 588501, 2011; note: plate controls were buffer without enzyme for full effect and enzyme alone for no effect
Target sequence (P15917 whole entry, looked up): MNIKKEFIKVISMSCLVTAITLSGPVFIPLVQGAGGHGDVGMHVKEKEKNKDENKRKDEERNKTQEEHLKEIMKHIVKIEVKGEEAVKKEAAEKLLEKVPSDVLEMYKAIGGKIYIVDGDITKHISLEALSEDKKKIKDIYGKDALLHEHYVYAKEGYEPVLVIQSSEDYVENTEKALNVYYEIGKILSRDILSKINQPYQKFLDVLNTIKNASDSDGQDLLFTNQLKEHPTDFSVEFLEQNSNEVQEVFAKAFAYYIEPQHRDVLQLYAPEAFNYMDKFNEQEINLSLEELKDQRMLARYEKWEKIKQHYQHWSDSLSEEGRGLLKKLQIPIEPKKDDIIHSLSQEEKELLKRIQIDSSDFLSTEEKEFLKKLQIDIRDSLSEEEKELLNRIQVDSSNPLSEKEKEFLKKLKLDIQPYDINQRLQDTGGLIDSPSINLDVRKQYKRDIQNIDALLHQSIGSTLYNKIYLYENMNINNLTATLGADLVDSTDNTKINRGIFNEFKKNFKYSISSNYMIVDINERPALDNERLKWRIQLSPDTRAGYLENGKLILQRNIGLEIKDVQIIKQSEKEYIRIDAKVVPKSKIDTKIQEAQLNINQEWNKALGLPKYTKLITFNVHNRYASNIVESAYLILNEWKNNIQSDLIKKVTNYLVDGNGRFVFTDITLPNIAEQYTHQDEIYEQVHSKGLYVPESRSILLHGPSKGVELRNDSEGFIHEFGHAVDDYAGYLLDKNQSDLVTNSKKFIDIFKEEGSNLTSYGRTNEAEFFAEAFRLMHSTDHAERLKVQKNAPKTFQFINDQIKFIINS
CCHF vOTU inh: CCHFV vOTU protease inhibitors, primary screen, biochemical, Pep-AMC substrate, fluorescence; Crimean-Congo hemorrhagic fever virus L polyprotein viral ovarian tumor (vOTU) protease …; inhibition, % at 11.5 µM; 0.55% of 370,000 active; in the data active = inhibition above about 30%; note: 0% = vehicle wells with enzyme and 100% = no enzyme wells
VHR inh abs: VHR1 phosphatase inhibitors, primary screen, biochemical, absorbance, uHTS; recombinant VHR phosphatase, pNPP absorbance; inhibition, % at 13.3 µM; 0.52% of 290,000 active; in the data active = inhibition above about 50%; note: some compounds called inactive have numbers as strong as hits
Target sequence (P51452 whole entry, looked up): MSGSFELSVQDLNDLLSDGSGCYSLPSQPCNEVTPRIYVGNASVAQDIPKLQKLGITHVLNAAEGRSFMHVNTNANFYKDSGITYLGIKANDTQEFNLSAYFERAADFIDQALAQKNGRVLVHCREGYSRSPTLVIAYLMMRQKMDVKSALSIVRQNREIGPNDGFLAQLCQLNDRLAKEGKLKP
PrPC surface inh: inhibitors of human cell surface prion protein PrPC, primary screen, cell-based, TR-FRET; Major prion protein (Homo sapiens), P04156; inhibition, % at 13.8 µM; TR-FRET read-out; AID 720596, 2013; 0.43% of 370,000 active; in the data active = inhibition above about 24%; note: 0% = median of the test wells and 100% = reference compound wells
Rv3671c inh: Rv3671c serine protease inhibitors, primary screen, biochemical, fluorescence polarization, M. tuberculosis H37Rv. 0.048% of 320,000 active. inhibition, % at 5.96 µM. AID 2606, 2010; in the data active = inhibition above about 38%;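 note: extracellular domain of Rv3671c used as enzyme; 0% = enzyme with DMSO and 100% = no enzyme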
PriA SSB inh: inhibitors of Klebsiella pneumoniae PriA binding to SSB C-terminal tail, primary screen, biochemical, AlphaScreen; inhibition, % at 33 µM; AID 1272365, 2023; PriA–SSB C-terminal tail interaction (Klebsiella pneumoniae); 0.6% of 430,000 active; AlphaScreen SSBct-PriA binding, biotinylated peptide; in the data active = inhibition mostly above about 37%, no sharp cut-off; inactive = mostly below about 20%;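 note: plate controls were negative control peptide for no effect and reference peptide for full effect; strong numbers were not always called active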
An asterisk follows results filed as active; ? = inconclusive; . = not tested or not shown. Cut-off read from the data, not from the text of the source, unless noted: active = inhibition above about 30%; inconclusive = no clear call, values can overlap the other calls; inactive = below that. An excerpt; count on the stated rates, not on these rows.

cpd	canonical_smiles	MazEF act	SARS 3CLpro inh	BoNT-A LC inh2	BoNT-F LC inh	Anthrax LF prot	CCHF vOTU inh	VHR inh abs	PrPC surface inh	Rv3671c inh	PriA SSB inh
1	O=C(CCN1CCN(Cc2ccccc2)CC1)NNC(=O)Cc1ccc(Cl)c(Cl)c1	14	-3	0.8	2	2	-4	-7	-9	2	4
2	CC(C)n1nnnc1C1c2ccccc2C(=O)N1Cc1cccs1 (centres undefined)	.	.	-0.1	0	-9	15	.	-3	.	.
3	COc1ccccc1CN1CCCCC1c1cccnc1 (centres undefined)	9	3	2.3	0	0	-13	13	-7	1	-14
4	OC(COCc1ccc(Cl)cc1)CN1CCN(CC(O)COCc2ccc(Cl)cc2)CC1 (centres undefined)	0	4	-1.7	-12	-7	2	23	-6	-1	-7
5	COc1cc(/C=C/C(=O)OCC(=O)c2c[nH]c3ccccc23)ccc1OC(F)F	7	3	0.1	-4	-1	8	9	2	-87	-8
6	CC(=O)NC(CC(=O)O)c1ccc([N+](=O)[O-])cc1 (centres undefined)	-13	1	-0.6	-6	-6	-3	9	3	-5	-3
7	COc1ccc(OCCC(=O)Nc2cc3c(cc2C(=O)O)OCCCO3)cc1	1	.	-0.8	-3	-3	2	.	-1	.	-9
8	CC(C)OCCCNC(=S)NNC(=O)c1ccc(Cl)c(Cl)c1	12	5	-1.6	-7	-8	-7	26	4	2	0
9	COc1ccc(-c2cc3ncnc(Cl)c3s2)cc1	6	4	-2.6	-4	1	-170	31	-5	0	3
10	Cc1ccccc1NS(=O)(=O)c1ccc(C)c(C(=O)N2CCOCC2)c1	-2	1	-2.1	-10	-3	20	11	-4	0	-5
11	CCC1CCCCN1CCCNC(=O)c1ccc2nc(N3CCC(C)CC3)sc2c1 (centres undefined)	17	-7	8.0	1	-1	17	51*	-7	-3	9
12	CCOC(=O)C1=C(C)NC(C)=C(C(=O)OCC)C1c1ccncc1	5	.	0.0	5	5	8	.	1	.	.
13	CN(C)CCNc1ncnc2c1ncn2[C@H]1CN(Cc2ccccc2)C[C@@H](CO)O1	.	.	0.1	-2	-10	-10	.	-2	.	.
14	Cc1ccc(CNCCC2=CCCCC2)cc1	9	-1	?	-12	-6	1	10	9	1	8
15	COC(=O)[C@@H]1C[C@@]2(O)[C@H](O)[C@H](O)[C@H](O)C[C@H]2N1Cc1ccc(C)s1	3	.	-0.1	2	-1	-2	0	4	2	-3
16	O=C(Nc1ccccc1)C1CCCN1S(=O)(=O)c1ccc(Br)cc1 (centres undefined)	-5	4	0.8	5	5	15	15	-4	3	-6
17	CN1CCN(C(=O)c2cc3c(c(-c4cccc(Br)c4)n2)[C@H](CCO)N(S(=O)C(C)(C)C)C3)CC1 (some centres undefined)	.	.	0.9	-3	1	9	.	1	.	.
18	O=C(Nc1ccccc1O)c1cccc(S(=O)(=O)Nc2ccccc2O)c1	6	.	-0.1	-9	4	11	.	-5	-7	-2
19	O=C(O)c1c2c(nc3ccccc13)-c1ccccc1CC2	8	-1	-0.7	-3	3	9	30	16	-2	-15
20	O=C(O)C1C2C=CC(C2)C1C(=O)Nc1ccccc1Br (centres undefined)	-8	-1	-3.5	11	6	-9	14	4	-5	-13
21	COc1ccc(N=C2SC(CC(=O)Nc3ccccc3)C(=O)N2Cc2ccco2)cc1 (centres undefined)	-2	4	-2.2	-5	-1	21	-12	10	-4	5
22	CC(=O)Nc1ccc(CN2C(=O)C(Cc3ccccc3)ON=C2c2ncccc2C)cc1 (centres undefined)	.	.	-0.7	-3	-3	-3	.	0	.	.
23	COc1ccc(Cl)cc1NS(=O)(=O)c1cn(C)nc1C	2	1	-1.6	-3	6	-6	-9	-1	-1	-8
24	CC(CNC(=O)c1cc(COc2c(F)cccc2F)on1)c1ccccc1 (centres undefined)	-3	3	1.0	5	-1	5	23	2	5	-9
25	CC(C)(C)c1cc(C(=O)NN)n(Cc2ccc(Cl)cc2Cl)n1	1	4	2.8	?	-7	-13	16	1	-1	-9
26	CN1CC=C2C(C#N)=C(N)C(C#N)(C#N)[C@H](c3ccoc3)[C@H]2C1	-89	-6	0.7	-22	0	.	14	.	15	12
27	O=P(Cc1cc[n+]([O-])cc1)(c1ccccc1)c1ccccc1	3	4	0.8	4	-2	5	16	2	-1	-21
28	COc1ccc2c(C(=O)NCCCCO)c(-c3ccc(S(C)(=O)=O)cc3)sc2c1	9	.	-0.5	-4	1	-223	.	-25	2	-2
29	Cc1ccc(-n2ncc3c(Nc4cccc(C(=O)O)c4)ncnc32)cc1	1	-2	0.5	-4	-15	25	-2	-6	-1	-4
30	O=C(CN(c1ccc(F)cc1)S(=O)(=O)c1ccccc1)NC1CC2CCC1C2 (centres undefined)	8	4	-1.1	-6	-2	11	0	6	-4	-18

(cont.)
cpd	canonical_smiles	MazEF act	SARS 3CLpro inh	BoNT-A LC inh2	BoNT-F LC inh	Anthrax LF prot	CCHF vOTU inh	VHR inh abs	PrPC surface inh	Rv3671c inh	PriA SSB inh
31	COC(=O)c1ccc(N2C(=O)CC(SCCN)C2=O)cc1 (centres undefined)	-4	0	-0.7	-4	-4	-6	-2	2	-6	-10
32	NC(=O)CC(NC(=O)Cc1ccc(Br)cc1)c1ccc(N2CCCCCCC2)c([N+](=O)[O-])c1 (centres undefined)	5	6	0.0	7	-9	4	-7	-8	-10	-16
33	COCCCNS(=O)(=O)c1ccc(SC)cc1	3	0	0.1	5	-1	-4	-5	-1	-4	-19
34	COc1ccc(C)cc1N1CC(C(=O)OCc2nc(N)nc(Nc3ccccc3C)n2)CC1=O (centres undefined)	1	.	0.9	4	0	9	.	6	.	-7
35	O=C(Nc1ccc2c(c1)OCCO2)C1CCCN1S(=O)(=O)c1cccc2cccnc12 (centres undefined)	5	0	0.4	-5	-2	-4	21	-1	2	0
36	S=C(NCC1CCCO1)NC1CC1 (centres undefined)	-1	1	-0.8	-2	-3	-9	33	-1	-4	-19
37	COc1ccc(CC(=O)Nc2ccc(-c3cn4ccc(C)cc4n3)cc2)cc1	2	-6	-1.5	-16	4	-3	9	12	-22	-5
38	Cc1ccc(S(=O)(=O)N2CCN(C(=O)c3sccc3C)CC2)cc1	-4	.	-0.3	?	?	5	.	-1	-3	-1
39	CN(C)N(C)C(=O)C(O)(c1ccccc1)c1ccccc1	5	-2	-0.1	2	11	1	12	6	5	6
40	CN(CC(=O)Nc1ccc(F)cc1)C(=O)CCc1ccccc1	7	1	-0.9	0	-4	1	16	1	6	-5
41	CCCCN(C(C)=O)c1c(CC)nc2ccc(C(=O)NCCOc3ccc(OC)cc3)cn12	.	.	-0.2	0	-3	-13	.	0	.	.
42	Fc1ccc(CSc2nnc(-c3ccncc3)o2)cc1	0	3	-1.0	-4	-2	-3	26	9	4	-8
43	CCOC(=O)C1(CC2CC2)CCN(S(=O)(=O)C[C@]23CC[C@H](CC2=O)C3(C)C)CC1	7	0	-1.3	-5	-8	-1	25	-1	-3	-14
44	CNC(=O)OC1CC2CC1[C@H]1CCCCN1C2=O (some centres undefined)	.	.	-0.5	2	8	-3	.	-4	.	.
45	COC(=O)C1CN(C(=O)COc2ccccc2)c2ccccc2O1 (centres undefined)	2	2	-3.4	6	1	3	-6	-9	3	-14
46	CCN(CCCNC(=O)CN1C(=O)COc2ccc(S(=O)(=O)N3CCC(C)CC3)cc21)Cc1ccccc1	-4	2	2.0	-5	4	8	25	-6	-7	6
47	S=c1[nH]nc(-c2ccc3ccccc3n2)n1-c1ccc2ncccc2c1	4	2	0.4	-4	-3	10	-4	0	19	1
48	CN1CCCN(S(=O)(=O)c2ccc(Cl)c(Cl)c2)CC1	-10	-3	0.1	1	-4	15	15	1	.	-7
49	COc1ccc(CNC(=O)COC(=O)c2ccc(Br)c(S(=O)(=O)N3CCOCC3)c2)cc1	6	.	-5.5	-7	-2	3	.	2	7	3
50	Cc1ccc(N(C)C(=O)c2ccc(CNc3c(N4CCC(C)CC4)c(=O)c3=O)cc2)cc1	4	0	-0.2	-2	-1	-9	0	-2	4	-8
51	O=C(CCN1C(=O)/C(=C\c2ccc(F)cc2)SC1=S)Nc1ccccc1	-18	1	-2.7	6	-12	-20	-3	3	-14	-9
52	CN(C)c1cccc(C(=O)NN2C(=O)NC3(CCCCC3)C2=O)c1	4	.	-0.8	0	-2	14	.	2	-2	-5
53	Cc1cc(N)c(NC2=CC(=O)CC(C)(C)C2)cc1C	9	2	2.2	-4	-2	-1	14	-7	-2	16
54	O=C(NCC1CCCO1)c1ccc(COCC(F)(F)C(F)F)cc1 (centres undefined)	-4	1	-0.9	-21	-1	-12	-31	-3	-5	5
55	COc1ccc(S(=O)(=O)N2CCOCC2)cc1NC(=O)c1cc(C)oc1C	4	.	1.6	-7	-3	-4	.	4	-6	-3
56	CCN(C(=O)COC(=O)CNS(=O)(=O)c1ccc2ccccc2c1)C1CCCCC1	-1	.	0.9	0	-4	3	.	0	1	4
57	COc1ccc(-c2nc(N)n(C(=O)c3cccs3)n2)cc1	7	5	-1.2	-4	2	5	-1	9	0	6
58	O=C(Nc1c(-c2ccc(Cl)cc2)[nH][nH]c1=O)c1ccccc1Cl	.	.	0.5	2	-2	10	.	-8	.	.
59	COc1ccc(-n2c(SC)nnc2-c2c[nH]c3ccccc23)cc1	-12	-2	-1.0	-5	-3	10	25	3	5	-5
60	O=S(=O)(c1ccc(Br)cc1)N1CCCC1c1nc2ccccc2s1 (centres undefined)	-2	5	-0.8	9	2	-2	0	4	2	-25

(continued)
cpd	canonical_smiles	MazEF act	SARS 3CLpro inh	BoNT-A LC inh2	BoNT-F LC inh	Anthrax LF prot	CCHF vOTU inh	VHR inh abs	PrPC surface inh	Rv3671c inh	PriA SSB inh
61	COc1ccc(N2CCN(C(CNS(=O)(=O)c3ccc(C)cc3)c3ccccc3)CC2)cc1 (centres undefined)	-4	.	-1.0	-17	-9	11	.	0	-1	2
62	CC1(C)CC2(CCO1)NCCN1C(=O)CSC12 (centres undefined)	9	-2	0.5	-11	5	7	4	1	4	-10
63	COc1ccc(N2CCN(Cc3nc4c(c(=O)n(C)c(=O)n4C)n3CCc3ccccc3)CC2)cc1	14	0	-1.1	-2	-4	15	1	0	10	-3
64	CC(=O)N1Cc2ccccc2CC1C(=O)NCc1ccccc1F (centres undefined)	5	-4	-3.6	3	-13	-6	20	2	-1	0
65	CC1CCCN(CCCNC(=O)C2CCC(CNS(=O)(=O)c3cccc4nsnc34)CC2)C1 (centres undefined)	5	-2	1.1	4	1	.	-15	.	-14	-5
66	CC(C)C[C@@H](CN1CCC[C@H]1CN1C(=O)C(=O)NC[C@@H]1Cc1ccccc1)N1C[C@H](Cc2ccc(O)cc2)N(CC2CCCCC2)C(=O)C1=O	.	.	-0.1	-2	2	26	.	20	.	.

One compound at a time (already shown):
`CC1CCCN(CCCNC(=O)C2CCC(CNS(=O)(=O)c3cccc4nsnc34)CC2)C1` (centres undefined) as listed: MazEF act = 5; SARS 3CLpro inh = -2; BoNT-A LC inh2 = 1.1; BoNT-F LC inh = 4; Anthrax LF prot = 1; CCHF vOTU inh = .; VHR inh abs = -15; PrPC surface inh = .; Rv3671c inh = -14; PriA SSB inh = -5
`COc1ccc(N2CCN(Cc3nc4c(c(=O)n(C)c(=O)n4C)n3CCc3ccccc3)CC2)cc1` as listed: MazEF act = 14; SARS 3CLpro inh = 0; BoNT-A LC inh2 = -1.1; BoNT-F LC inh = -2; Anthrax LF prot = -4; CCHF vOTU inh = 15; VHR inh abs = 1; PrPC surface inh = 0; Rv3671c inh = 10; PriA SSB inh = -3
